L929 necroptosis – blocks zVAD induced death of L929 cells. L929 zVAD necroptosis rescue, ATP luminescence, 24 h; with zVAD 60 µM. viability rescue, % at 10 µM. 220,000 compounds, 0.38% hits;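 active = activation, scaled between plate controls, above about 75%, limit read from the data; inactive = activation under that limit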;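 also: 0% = zVAD with DMSO and 100% = DMSO alone without zVAD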
14-3-3 Bad inh – disrupts binding of bovine 14-3-3 zeta to phospho-Bad peptide. P63103. 220,000 compounds, 0.71% hits. AID 781. inhibition, % at 21.7 µM. TR-FRET 14-3-3zeta/Dy647-pBad peptide displacement, 1 h;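 active = inhibition above about 70%, limit read from the data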;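 also: 0% = full 14-3-3 plus peptide FRET controls and 100% = background without 14-3-3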
Rad51 HR inh – blocks human Rad51 in homologous recombination | hRad51 DNA strand exchange, fluorescence dequenching | inhibition, % at 10 µM | 200,000 compounds, 0.085% hits | Q06609 | AID 1385;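 active = inhibition above 40% at the single screening dose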;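 also: 0% = DMSO control wells and 100% = blanks with heterologous ssDNA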
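Test system – preformed human Rad51 ssDNA filaments · Reagent – Donor/quencher-labelled 47-bp dsDNA substrate · Incubation – 37 °C 15-min filament assembly, 30-min compound preincubation, 15-min exchange · Signal – FRET fluorescence dequenching, excitation 485 nm, emission 520 nm · Read-out – percent inhibition from fluorescence, normalised to plate control and blank means · Benchmarks – plate control and blank wells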
EP2 antag – EP2 receptor (human) inhibition; C6 glioma cells expressing human EP2, cAMP TR-FRET; cells stimulated with saturating PGE2; inhibition, % at 25 µM; AID 1422; 260,000 compounds, 0.52% hits; P43116;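 active = percent inhibition above 40 after rounding to a whole number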;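 also: rat C6 glioma host cells with rolipram phosphodiesterase inhibitor present; the protocol text gives 20 µM as final concentration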
Target sequence (P43116 whole entry, looked up): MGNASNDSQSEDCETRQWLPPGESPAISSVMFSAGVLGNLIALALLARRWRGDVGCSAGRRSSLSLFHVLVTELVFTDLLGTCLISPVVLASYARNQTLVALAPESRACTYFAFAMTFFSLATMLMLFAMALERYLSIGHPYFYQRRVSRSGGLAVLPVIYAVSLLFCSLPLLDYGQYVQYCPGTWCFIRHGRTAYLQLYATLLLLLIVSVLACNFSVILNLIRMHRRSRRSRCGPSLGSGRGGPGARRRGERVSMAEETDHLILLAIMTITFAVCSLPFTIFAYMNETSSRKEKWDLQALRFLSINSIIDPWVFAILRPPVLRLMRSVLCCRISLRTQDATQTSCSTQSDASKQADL
eIF4E 4G PPI – inhibitors of eIF4E and eIF4G interaction in translation initiation; 220,000 compounds, 0.37% hits; P63073+Q04637; inhibition, % at 21.7 µM; TR-FRET eIF4E-eIF4GI(517-606) binding, 2 h;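 active = inhibition above about 30%, limit read from the data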;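 also: 0% = full FRET control wells and 100% = background wells lacking eIF4GI fragment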
Hck-Nef inh – blocks Nef-activated human Hck kinase; P08631; Recombinant Hck-YEEI plus Nef, Z-Lyte FRET kinase assay; inhibition, % at 20 µM; 220,000 compounds, 0.68% hits; AID 463187;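 active = Hck-Nef kinase inhibition above about 50%, limit read from the data; inactive = inhibition below that limit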;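 also: 0% = DMSO with Hck plus Nef and 100% = Hck alone without Nef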
Target sequence (P08631 whole entry, looked up): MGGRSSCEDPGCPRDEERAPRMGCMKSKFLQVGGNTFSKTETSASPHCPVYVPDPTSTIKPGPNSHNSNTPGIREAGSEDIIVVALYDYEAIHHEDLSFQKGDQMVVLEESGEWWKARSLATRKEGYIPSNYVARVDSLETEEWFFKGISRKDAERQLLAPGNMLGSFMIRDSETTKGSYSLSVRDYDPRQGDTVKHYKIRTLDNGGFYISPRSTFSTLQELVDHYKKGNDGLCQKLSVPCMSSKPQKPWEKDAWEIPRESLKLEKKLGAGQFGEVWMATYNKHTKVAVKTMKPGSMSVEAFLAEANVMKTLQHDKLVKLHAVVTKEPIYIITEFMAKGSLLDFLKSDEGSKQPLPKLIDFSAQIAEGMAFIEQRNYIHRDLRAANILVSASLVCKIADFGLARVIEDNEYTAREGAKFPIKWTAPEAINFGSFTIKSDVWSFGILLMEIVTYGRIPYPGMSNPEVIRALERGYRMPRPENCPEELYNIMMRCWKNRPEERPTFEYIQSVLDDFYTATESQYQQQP
Calpain2 inh – blocks pig calpain II enzyme activity | purified calpain II, fluorogenic peptide substrate, 30 min | inhibition, % at 16 µM | 220,000 compounds, 0.37% hits;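 active = inhibition above about 50%, limit read from the data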
EP2 mod – EP2 receptor (human) modulation. EP2-expressing cells, cAMP HTRF FRET, PGE2 co-stimulation. induction, % at 25 µM. 260,000 compounds, 0.83% hits;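 active = compounds whose cAMP rise, as percent of the full-agonist control response, exceeds 60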;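 also: rat C6 glioma line stably carrying human EP2 under a CMV promoter; the protocol text gives 20 µM as final concentration; 100% = response of wells given 1 µM PGE2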
Tb hexokinase – blocks Trypanosoma brucei hexokinase 1 activity; recombinant TbHK1, G6PDH-coupled NADH A340; inhibition, % at 10 µM; 220,000 compounds, 0.11% hits; AID 1430;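 active = inhibition of 50% or more in the single-dose primary screen; inactive = inhibition below 50%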
Starred values were filed as active, the others as inactive; i = inactive; nt = not tested or not shown; & = joins results of further samples; [ ] = remark or other dose. An excerpt. The share of hits here may be higher or lower than overall.

SMILES	L929 necroptosis	14-3-3 Bad inh	Rad51 HR inh	EP2 antag	eIF4E 4G PPI	Hck-Nef inh	Calpain2 inh	EP2 mod	Tb hexokinase
O=C(Cc1ccccc1)Oc1cccc(N2C(=O)CCC2=O)c1	0.6	2	1	11	3	1	-10	20	5
CCOC(=O)C1=C(N)Oc2cc(C)oc(=O)c2C12C(=O)N1c3c(cc(OC)cc32)C(C)=CC1(C)C (stereo not drawn)	-0.6	-4	3	4	3	-29	-6	15	-17
O=c1[nH]c(=S)[nH]c(O)c1CN1CCCCC1	-0.1	0	nt	6	-4	4	-13	33	0
c1ccc2c(N3CCNCC3)nsc2c1	-2.0	3	10	8	3	20	15	11	1
Cc1cc(/C=C2/C(=O)NC(=O)N(c3ccc(Br)cc3)C2=O)c(C)n1C	0.1	-4	-44	16	2	4	-28	-40	2
O=C(COc1ccc(Cl)cc1Cl)N1CCN(C/C=C/c2ccccc2)CC1	0.3	8	5	5	6	1	-6	-39	-26
O=C1CN=C(c2ccc[nH]2)c2cc(Cl)ccc2N1	-0.9	-2	1	5	0	29	3	6	-18
Cc1ccc(C(C)C)c(OCC#CCN2CCCC2)c1	0.1	11	nt	4	3	9	19	35	3
CCCCn1c(O)c(C(C)=NCCCn2ccnc2)c(=O)[nH]c1=O	-0.4	-9	-5	5	-1[fluorescence artefact?]	-2	-8	13	-5
O=c1[nH]c(=S)n(Cc2ccco2)c(O)c1C=NCc1cccs1	0.2	-8	-6	7	-4	1	-65	26	-45
CCOCCCN=Cc1c(O)n(Cc2ccccc2)c(=O)[nH]c1=O	-0.2	-4	-2	10	0	2	15	-6	0
O=C1Nc2ccc(Br)cc2C(c2ccccc2Cl)=NC1O (stereo not drawn)	2.0	-1	7	16	-3	31	33	-13	-8
CN(C(=O)Oc1ccc(C(=O)c2ccc(Cl)cc2)cc1)c1ccccc1	0.4	-5	0	17	5	1	4	-50	30
Cc1cccc(CNCCc2ccccc2)n1	0.8	6[fluorescence artefact?]	5	6&7	-2[fluorescence artefact?]	-2	16	-28&10	5
COC(=O)CSC1=NN1c1cc(C)nc(N)n1	-0.3	0	-4	10	0	13	-16	9	-4
O=C(c1cc2nc(-c3ccccc3)cc(-c3ccccc3)n2n1)N1CCC2(CC1)OCCO2	-0.2	18	nt	20	-2	1	-242	28	-9
CN1C(=O)NC(=O)C2(Cc3ccccc3N3CCOCC32)C1=O (stereo not drawn)	-0.2	-9[fluorescence artefact?]	1	9	-7[fluorescence artefact?]	-1	14	5	-4
O=c1[nH]c(=O)n(-c2ccccc2)c(O)c1N=Nc1ccc(Br)cc1	1.2	-4	5	4	-4	-39	2	10	-8
CN1C(=O)NC(=O)/C(=C/c2ccc([N+](=O)[O-])s2)C1=O	-1.3	6	-9	2	1	-3	16	-28	-23
CC(C)c1cccc(C(C)C)c1OCCn1ccnc1	1.0	19[fluorescence artefact?]	2	15	-1[fluorescence artefact?]	2	2	25	0
O=C(N/N=C/c1c(O)n(CCc2ccc(F)cc2)c(=O)[nH]c1=O)c1ccccc1	2.5	-4	0	10	-3	31	-16	-18	-32
O=C(C(=O)N1CCOCC1)c1cn(Cc2ccc(F)cc2)c2ccccc12	-0.3	0	nt	7	0	25	-13	4	-25
Cc1c(N=Cc2c(O)n(Cc3ccco3)c(=O)[nH]c2=O)c(=O)n(-c2ccccc2)n1C	0.8	-1[fluorescence artefact?]	6	11	7	1	-4	5	-23
CC(=O)N(C1=NCCCS1)c1ccc(Cl)cc1	1.6	-20	6	13	-3	22	-18	32	-12
O=c1[nH]c(=S)[nH]c(O)c1N=Nc1ccc(S(=O)(=O)N2CCOCC2)cc1	1.1	0	11	8	-1	-13	14	-13	1
Cc1ccc(OCC(=O)N2CCN(CC3CC4C=CC3C4)CC2)cc1 (stereo not drawn)	1.1	14	-10	8	2	-1	18	-12	-9
O=C(CCn1nc(-c2ccc(Cl)cc2)ccc1=O)N1CCC2(CC1)OCCO2	-0.3	-2	7	4	-3	-38	-7	-63	-1
Cc1ccc(C2CC(=O)C(C=NCCN3CCN(C(=O)Cc4ccccc4)CC3)=C(O)C2)cc1 (stereo not drawn)	1.8	0	-6	1	18[fluorescence artefact?]	0	1	9	-3
CC(C)C(=O)N1CCN(CCN=Cc2c(O)n(C)c(=O)n(C)c2=O)CC1	0.9	20[fluorescence artefact?]	-3	5	5[fluorescence artefact?]	1	8	19	0
CN(C)CC#CCC(O)(c1ccccc1)C1CCCC1 (stereo not drawn)	1.0	11[fluorescence artefact?]	0	6	7	-1	-35	19	3

Single records, from the list above. Order of values: L929 necroptosis, 14-3-3 Bad inh, Rad51 HR inh, EP2 antag, eIF4E 4G PPI, Hck-Nef inh, Calpain2 inh, EP2 mod, Tb hexokinase
Shown for O=C(c1cc2nc(-c3ccccc3)cc(-c3ccccc3)n2n1)N1CCC2(CC1)OCCO2 → -0.2, 18, nt, 20, -2, 1, -242, 28, -9
Shown for c1ccc2c(N3CCNCC3)nsc2c1 → -2.0, 3, 10, 8, 3, 20, 15, 11, 1

(cont.)
SMILES	L929 necroptosis	14-3-3 Bad inh	Rad51 HR inh	EP2 antag	eIF4E 4G PPI	Hck-Nef inh	Calpain2 inh	EP2 mod	Tb hexokinase
CC(=O)C1(c2ccccc2)CCNCC1	0.1	8[fluorescence artefact?]	1	5	-1[fluorescence artefact?]	1	-6	21	2
CC(c1ccccc1)n1cncc1C(=O)N1CCCC1=O (stereo not drawn)	0.2	59	0	7	2	0	7	14	-9
Cc1ccsc1C(=O)C1CCCN(Cc2c(C)nn(C(C)C)c2C)C1 (stereo not drawn)	-0.8	1	nt	-1	1	-7	5	-32	-7
c1ccc2c(NC3=NCCS3)cccc2c1	-0.1	-3	7	6	0	1	13	36	-2
COc1ccc2nc(NC3=NCCN3)sc2c1	0.2	-5[fluorescence artefact?]	10	7	10	2	-4	10	2
CC(=O)c1cn(Cc2ccccc2C#N)c2ccccc12	-1.9	7	4	9	2	23	12	-30	1
Cc1ccccc1-n1c(O)c(/C=N/c2nccs2)c(=O)[nH]c1=O	2.4&0.0	0&-4	-28	11&10	0&-6	19&-22	6&-5	-1&9	-2&1
O=c1[nH]c(=O)n(CCC2=CCCCC2)c(O)c1C=Nc1cccc(F)c1	0.2	-14	7	9	5	2	-20	35	-11
CCCCSP1(=S)NCCCO1 (stereo not drawn)	1.0	-2	-10	23	6	2	-19	45	1
O=c1c2cc([N+](=O)[O-])ccc2nc(CN2CCOCC2)n1-c1ccccc1F	0.8	5	-1	10	8	0	11	4	-17
CCOC(C(=O)OCCC[N+](C)(CC)CC)(c1ccccc1)c1ccccc1	-1.4	1	-6	4	8[fluorescence artefact?]	-20	-14	-5	2
O=[N+]([O-])c1cccc(CN2CCN(Cc3ccc(Br)cc3)CC2)c1	1.7	52	-4	10	4	-30	18	1	8
CC(=O)Nc1ccccc1C(=O)OCc1ccc(F)cc1	1.7	-2	1	13	3	7	18	-17	2
COc1ccc(OC)c(C(O)C(C)N)c1 (stereo not drawn)	2.3	1	2	6&15	4	-4	19	28&-10&-2	6
O=C(CN1CCOCC1)c1cccc2ccccc12	0.5	34	-1	15	-3	0	6	8	-6

Limited to Tb hexokinase and L929 necroptosis, for some of the entries so far:
Compound	Tb hexokinase	L929 necroptosis
CC(c1ccccc1)n1cncc1C(=O)N1CCCC1=O (stereo not drawn)	-9	0.2
Cc1ccsc1C(=O)C1CCCN(Cc2c(C)nn(C(C)C)c2C)C1 (stereo not drawn)	-7	-0.8
c1ccc2c(NC3=NCCS3)cccc2c1	-2	-0.1
COc1ccc2nc(NC3=NCCN3)sc2c1	2	0.2
CC(=O)c1cn(Cc2ccccc2C#N)c2ccccc12	1	-1.9

Retrieved by compound from above (4):
SMILES	L929 necroptosis	14-3-3 Bad inh	Rad51 HR inh	EP2 antag	eIF4E 4G PPI	Hck-Nef inh	Calpain2 inh	EP2 mod	Tb hexokinase
CC(=O)c1cn(Cc2ccccc2C#N)c2ccccc12	-1.9	7	4	9	2	23	12	-30	1
CC(=O)Nc1ccccc1C(=O)OCc1ccc(F)cc1	1.7	-2	1	13	3	7	18	-17	2
Cc1ccccc1-n1c(O)c(/C=N/c2nccs2)c(=O)[nH]c1=O	2.4&0.0	0&-4	-28	11&10	0&-6	19&-22	6&-5	-1&9	-2&1
O=c1[nH]c(=O)n(CCC2=CCCCC2)c(O)c1C=Nc1cccc(F)c1	0.2	-14	7	9	5	2	-20	35	-11

The results go on.
SMILES	L929 necroptosis	14-3-3 Bad inh	Rad51 HR inh	EP2 antag	eIF4E 4G PPI	Hck-Nef inh	Calpain2 inh	EP2 mod	Tb hexokinase
O=C(CNS(=O)(=O)c1ccc(Br)s1)N1CCC2(CC1)OCCO2	0.6	4	2	5	0	3	-11	2	1
OC(C#CCN1CCOCC1)(c1ccccc1)C1CCCC1 (stereo not drawn)	0.1	45[fluorescence artefact?]	9	3	3	2	9	15	1
O=C(c1cn(Cc2ccccc2)c2ccccc12)N1CCCCC1	0.2	-10	-6	2	1	15	15	34	4
Cc1cccc(NC(=O)C(C)N2CC=C(c3ccccc3)CC2)c1 (stereo not drawn)	1.2	1	7	10	1	18	33	-72	4
O=c1[nH]c(=O)n(C2CCCCC2)c(O)c1C1NCCc2ccccc21 (stereo not drawn)	0.0	-8	7	12	4[fluorescence artefact?]	4	-34	25	5
C=C(CC1CC(O)[C@]2(C)OC3CC4OC5C[C@]6(C)O[C@]7(C)CCC8OC9C[C@]%10(C)OC%11C(C)=CC(=O)OC%11CC%10OC9C[C@@H](C)C8OC7CC6O[C@]5(C)C/C=C\C4OC3CC2O1)C(=O)O (stereo partly drawn)	0.3	16	9	6	0	7	-6	-11	0
CCOc1ccccc1-n1c(O)c(C=NCCCn2ccnc2)c(=O)[nH]c1=O	1.1	-2	1	7	5	30	-6	-23	-5
CN(C)[C@@H]1C(=O)C(C(N)=O)=C(O)[C@@]2(O)C(=O)C3=C(O)c4c(O)cccc4[C@@](C)(O)[C@H]3[C@H](O)[C@@H]12	0.2	89*	1	11&12	47*	9	-48	0&4	-2
C=CCn1c(O)c(C=Nc2ccc(OC)cc2C)c(=O)[nH]c1=O	-0.2	-11	0	13	1	2	i	-13	-10
NP(=O)(OCC(F)(F)F)Oc1cccc2ccccc12 (stereo not drawn)	0.4	11	23	10	-3	-1	31	-4	4

Sorted by count of non-hydrogen atoms (descending): part of the list above.
SMILES	L929 necroptosis	14-3-3 Bad inh	Rad51 HR inh	EP2 antag	eIF4E 4G PPI	Hck-Nef inh	Calpain2 inh	EP2 mod	Tb hexokinase
C=C(CC1CC(O)[C@]2(C)OC3CC4OC5C[C@]6(C)O[C@]7(C)CCC8OC9C[C@]%10(C)OC%11C(C)=CC(=O)OC%11CC%10OC9C[C@@H](C)C8OC7CC6O[C@]5(C)C/C=C\C4OC3CC2O1)C(=O)O (stereo partly drawn)	0.3	16	9	6	0	7	-6	-11	0
O=C(CNS(=O)(=O)c1ccc(Br)s1)N1CCC2(CC1)OCCO2	0.6	4	2	5	0	3	-11	2	1
OC(C#CCN1CCOCC1)(c1ccccc1)C1CCCC1 (stereo not drawn)	0.1	45[fluorescence artefact?]	9	3	3	2	9	15	1

Screening results from PubChem.
